Assay outcomes from PubChem.
aGal spleen mod: inhibits or activates alpha-galactosidase in human spleen homogenate; human spleen homogenate, 4MU-alpha-Gal fluorescence, 40 min; 240,000 compounds, 0.008% hits; Potency, µM (highest dose often 80 µM), for inactives: at the top dose activity change, negative = inhibition, actives largely listed as inhibitors; P06280;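 also: 0% = enzyme with vehicle and -100% = no enzyme basal signal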
Target sequence (P06280 32-429 limits assumed): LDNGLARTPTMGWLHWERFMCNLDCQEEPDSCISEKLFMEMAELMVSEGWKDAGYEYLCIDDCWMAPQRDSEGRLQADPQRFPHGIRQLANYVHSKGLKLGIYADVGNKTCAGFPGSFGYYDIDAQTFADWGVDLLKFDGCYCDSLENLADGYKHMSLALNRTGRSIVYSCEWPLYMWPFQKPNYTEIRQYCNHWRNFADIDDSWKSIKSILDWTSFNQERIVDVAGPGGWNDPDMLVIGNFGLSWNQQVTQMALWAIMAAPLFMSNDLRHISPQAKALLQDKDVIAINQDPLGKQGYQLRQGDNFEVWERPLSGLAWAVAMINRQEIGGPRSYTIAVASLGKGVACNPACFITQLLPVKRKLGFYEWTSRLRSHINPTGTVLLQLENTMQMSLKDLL
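Human spleen homogenate (1 ug) was the enzyme source, with 4-methylumbelliferyl-alpha-D-galactopyranoside (1 mM final) in pH 5.0 citrate buffer with 0.01% Tween-20. Compounds were titrated; after 40 min at 37C, NaOH/glycine stop, 4-MU fluorescence read; AC50 from Hill fits.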
ALDH1A1 inh: blocks purified human ALDH1A1 activity. P00352. Purified ALDH1A1, NADH fluorescence, propionaldehyde substrate. Potency, µM (doses to about 75.3 µM), without a hit: at the highest dose activity, negative = inhibition, usual class: inhibitors. 220,000 compounds, 7.3% hits. AID 1030; active = well fitted inhibition curve with a large enough effect, not every such curve was filed as active; inconclusive = small, poorly fitted or top-dose-only effect, or another doubt; inactive = no such curve, though single readings can be large or run the other way;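 also: plate controls were no enzyme wells and a reference inhibitor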
GoLoco inh red: RGS12 GoLoco-Gai1 interaction inhibition; 230,000 compounds, 0.44% hits; Potency, µM (top dose mostly 61.6 µM), inactives show at the highest dose activity, negative = inhibition, actives largely listed as inhibitors; Gai1:RGS12 GoLoco peptide FP, rhodamine, 10 min; active = well fitted inhibition curve with a large enough effect, not every such curve was filed as active; inactive = no such curve, though single readings can be large or run the other way; also: % is scaled to controls: 0 for no effect and ±100 for the full control effect; nearly all actives have a fitted effect of over 30% in size; many of its hits are not listed in these tables
Target sequence (P63096 whole entry, looked up): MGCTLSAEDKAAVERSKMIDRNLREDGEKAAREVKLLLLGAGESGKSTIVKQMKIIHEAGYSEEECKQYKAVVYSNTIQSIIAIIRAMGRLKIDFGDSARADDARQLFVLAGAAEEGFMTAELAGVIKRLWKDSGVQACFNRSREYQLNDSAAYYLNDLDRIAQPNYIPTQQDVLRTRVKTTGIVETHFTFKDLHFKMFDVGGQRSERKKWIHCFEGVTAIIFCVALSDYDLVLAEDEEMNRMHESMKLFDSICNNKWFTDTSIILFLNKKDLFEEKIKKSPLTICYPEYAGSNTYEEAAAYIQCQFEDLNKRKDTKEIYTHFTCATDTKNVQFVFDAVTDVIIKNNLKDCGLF
GAA inh: alpha-glucosidase (human) inhibition; P10253; purified human GAA, 4-MU-alpha-glucoside fluorescence; Potency, µM (highest dose often 76.9 µM), for the others: at the top dose activity change, negative = inhibition, most hits filed as inhibitors; 200,000 compounds, 0.005% hits; AID 1466;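 also: plate controls were uninhibited enzyme wells for no effect and no-enzyme background for full effect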
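AC50 values come from Hill fits of compound titrations (up to 77 uM) against 4 nM human enzyme. Substrate 4-methylumbelliferyl-alpha-D-pyranoside at 400 uM, pH 5.0 citrate buffer, 20 min room temperature; fluorescence Ex 365/Em 440 after alkaline stop.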
GAA spleen mod: inhibits or activates alpha-glucosidase in human spleen homogenate | P10253 | human spleen homogenate, 4-MU-alpha-glucoside fluorescence | Potency, µM (titrated, usually from 79.9 µM), without a hit: at the top dose activity change, negative = inhibition, hits mostly inhibitors | 240,000 compounds, 0.006% hits;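 also: 0% = enzyme with vehicle and -100% = no enzyme basal signal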
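AC50 values come from Hill-equation fits of concentration-response data, normalized to no-enzyme and full-activity controls. Enzyme source: 1 ug human spleen homogenate; 1 mM fluorogenic 4-MU glucoside, pH 5.0 citrate buffer, 37 C, 40 min.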
SMN2 splice up: increases expression of the SMN2 splice variant; HEK293 SMN2-luciferase splicing reporter, luminescence, 30-36 h; Potency, µM (top dose mostly 46.1 µM), without a hit: top-dose activity change, positive = activation, actives largely listed as activators; 210,000 compounds, 2.8% hits; AID 1458; also: % of control where 0% means no effect; nearly all actives have a fitted effect of over 55% in size
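qHTS luciferase splicing reporter: luminescence rises when SMN2 exon 7 is included in transfected HEK293 cells. Compound exposure lasted 30-36 h at 37C, with 4.5 mM final sodium butyrate as control, followed by a ONE-Glo read.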
GAA glycogen: GAA glycogen-cleavage inhibition or activation; 300,000 compounds, 0.38% hits; AID 2100; P10253; Potency, µM (titrated, usually from 76.4 µM), without a hit: at the highest dose activity change, negative = inhibition, actives largely listed as inhibitors; recombinant GAA, glycogen substrate, Amplex Red glucose oxidase fluorescence;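 also: 0% = full enzyme reaction and -100% = no-enzyme basal signal; the screen sought inhibitors and activators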
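Natural-substrate format: glycogen cleavage by 4 nM human enzyme, glucose read by Amplex Red coupling (Ex 573, Em 610 nm). Normalized to enzyme and no-enzyme controls.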
JMJD2E inh: JMJD2E (human) inhibition; JMJD2E catalytic domain, FDH-coupled NADH fluorescence (FDH is formaldehyde dehydrogenase); B2RXH2; 230,000 compounds, 1.6% hits; Potency, µM (titrated, usually from 57.1 µM), for inactives: at the top dose activity change, negative = inhibition, usual class: inhibitors; active = well fitted inhibition curve with a large enough effect, not every such curve was filed as active; inconclusive = small, poorly fitted or top-dose-only effect, or another doubt; inactive = no such curve, though single readings can be large or run the other way;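 also: 0% = wells with enzyme and -100% = buffer wells without enzyme; nearly all actives have a fitted effect of over 50% in size; many of its hits are not listed in these tables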
* = called active by the depositor; ? = inconclusive; / = no result given; [ ] = another dose, or the depositor's remark. Unless noted, calls follow the shape of the dose curve; as a rule, active = well fitted curve in the direction sought with a large enough effect; inconclusive = small, poorly fitted or top-dose-only effect, or another doubt; inactive = no such curve, though single readings can be large; an effect the other way counts as inactive or inconclusive. Potency is read from the fitted curve at half-maximal effect. An excerpt; rates above refer to the full screens.

SMILES	aGal spleen mod	ALDH1A1 inh	GoLoco inh red	GAA inh	GAA spleen mod	SMN2 splice up	GAA glycogen	JMJD2E inh
CCOC(=O)N1CCC(NS(=O)(=O)c2cc3c(cc2Cl)NC(=O)CO3)CC1	-2%	20%	38%[activator]	4%	-13%	-40%[inhibitor]	1%	5%
CN(C)S(=O)(=O)c1cccc(NC(=O)COC(=O)COc2ccc(Br)cc2)c1	-1%	/	-1%	/	1%	/	-8%	4%
CCC(=O)c1ccc(OCC(=O)Nc2nn3cnnc3s2)cc1	-15%	1%	9%	-1%	-5%	-3%	4%	1%
COc1cc(/C=C/c2nc3ccccc3s2)cc(OC)c1O	-6%	?	95%[activator]	-10%	-11%	24%	18µM*	?
Cc1ccc(C(=O)COC(=O)C(C)N2C(=O)C3C4C=CC(C4)C3C2=O)cc1 (stereo not given)	3%	-6%	-1%	12%	4%	-5%	-5%	6%
COC(=O)c1ccc(NC(=O)CN2C(=O)CCC2=O)cc1	-4%	?	-8%	1%	9%	-10%	6%	11%
CCOc1ccc(S(=O)(=O)NCCSc2ccccc2)cc1	6%	6.3µM*	-3%	-3%	2%	-6%	-4%	-4%
Cc1c(NC(=O)Nc2ccc(Cl)c(Cl)c2)c(=O)n(-c2ccccc2)n1C	-1%	0%	73%[activator]	-15%	0%	6%	/	0%
CCOc1cc2[nH]c(=O)n(CCC(=O)NCc3ccc(OC)cc3)c(=O)c2cc1OCC	-10%	10%	4%	-3%	-4%	-8%	1%	-26%
CCc1ccc(C2CC(c3ccc(Cl)cc3)=NNC2=O)cc1 (stereo not given)	8%	?	-6%	-12%	-21%	-33%[inhibitor]	-5%	-1%

Six records drawn at random from the list so far:
SMILES	aGal spleen mod	ALDH1A1 inh	GoLoco inh red	GAA inh	GAA spleen mod	SMN2 splice up	GAA glycogen	JMJD2E inh
CCC(=O)c1ccc(OCC(=O)Nc2nn3cnnc3s2)cc1	-15%	1%	9%	-1%	-5%	-3%	4%	1%
CN(C)S(=O)(=O)c1cccc(NC(=O)COC(=O)COc2ccc(Br)cc2)c1	-1%	/	-1%	/	1%	/	-8%	4%
CCc1ccc(C2CC(c3ccc(Cl)cc3)=NNC2=O)cc1 (stereo not given)	8%	?	-6%	-12%	-21%	-33%[inhibitor]	-5%	-1%
CCOc1cc2[nH]c(=O)n(CCC(=O)NCc3ccc(OC)cc3)c(=O)c2cc1OCC	-10%	10%	4%	-3%	-4%	-8%	1%	-26%
Cc1c(NC(=O)Nc2ccc(Cl)c(Cl)c2)c(=O)n(-c2ccccc2)n1C	-1%	0%	73%[activator]	-15%	0%	6%	/	0%
COc1cc(/C=C/c2nc3ccccc3s2)cc(OC)c1O	-6%	?	95%[activator]	-10%	-11%	24%	18µM*	?

ALDH1A1 inh: entries above that show a hit.
SMILES | aGal spleen mod | ALDH1A1 inh | GoLoco inh red | GAA inh | SMN2 splice up | JMJD2E inh
CCOc1ccc(S(=O)(=O)NCCSc2ccccc2)cc1 | 6% | 6.3µM* | -3% | -3% | -6% | -4%

(next part)
SMILES	aGal spleen mod	ALDH1A1 inh	GoLoco inh red	GAA inh	GAA spleen mod	SMN2 splice up	GAA glycogen	JMJD2E inh
COC(=O)CS(=O)(=O)c1cc(Br)cc2c1N(C(C)=O)CC2	3%	9%	-16%	-25%	-1%	20%	6%	6%
COc1ccc(C)c2sc(=NC(=O)c3ccccc3)n(C)c12	-5%	?	2%	13%	-5%	11µM*	2%	?
COc1cc(C(=O)NCCC(C)C)ccc1OCc1ccc(Cl)cc1Cl	-4%	-11%	9%	-1%	-4%	-1%	1%	-8%
CCN(CC)C(=O)C1CCCN(c2ccc([N+](=O)[O-])cc2)C1 (stereo not given)	6%	20µM*	2%	5%	-4%	/	-5%	3%
COc1ccc(-n2cnc3c(cnn3CCC#N)c2=N)cc1	-9%	-2%	1%	0%	2%	-8%	8%	5%
CN1C=CC=C/C1=C(\C#N)c1nc2ccccc2[nH]1	-4%	8%	0%	-9%	-3%	-1%	14%	-4%
Cc1ccccc1-c1cncnc1NCc1ccccc1	-11%	?	-12%	/	7%	/	/	/
COC(=O)c1ccc(N2CCN(C)CC2)c(NC(=O)c2cccnc2)c1	4%	0%	-1%	-3%	3%	13%	4%	12%
COCCN(C(=O)Cn1nnc2ccccc21)C(C(=O)NC1CCCC1)c1cccc(OC)c1OC (stereo not given)	-13%	6%	5%	1%	0%	9%	2%	-1%
CN(C(=O)Nc1ccc(Cl)cc1Cl)C1CCCC1	-1%	12%	5%	/	-2%	/	5%	0%

3 entries from above, ordered by their value in aGal spleen mod, ascending.
smiles,aGal spleen mod,ALDH1A1 inh,GoLoco inh red,GAA inh,SMN2 splice up,JMJD2E inh
COc1ccc(C)c2sc(=NC(=O)c3ccccc3)n(C)c12,-5%,?,2%,13%,11µM*,?
CN1C=CC=C/C1=C(\C#N)c1nc2ccccc2[nH]1,-4%,8%,0%,-9%,-1%,-4%
COC(=O)CS(=O)(=O)c1cc(Br)cc2c1N(C(C)=O)CC2,3%,9%,-16%,-25%,20%,6%

Ordered by molar mass (low to high): part of the list above.
SMILES	aGal spleen mod	ALDH1A1 inh	GoLoco inh red	GAA inh	GAA spleen mod	SMN2 splice up	GAA glycogen	JMJD2E inh
Cc1ccccc1-c1cncnc1NCc1ccccc1	-11%	?	-12%	/	7%	/	/	/
COc1ccc(C)c2sc(=NC(=O)c3ccccc3)n(C)c12	-5%	?	2%	13%	-5%	11µM*	2%	?
COC(=O)CS(=O)(=O)c1cc(Br)cc2c1N(C(C)=O)CC2	3%	9%	-16%	-25%	-1%	20%	6%	6%

New compounds follow:
SMILES	aGal spleen mod	ALDH1A1 inh	GoLoco inh red	GAA inh	GAA spleen mod	SMN2 splice up	GAA glycogen	JMJD2E inh
COc1ccc(-n2nc(C(=O)Nc3ccc4c(c3)OCO4)c3c4ccccc4n(C)c3c2=O)cc1	3%	-5%	1%	-5%	1%	-5%	-4%	6%
CCOCCCNC(=O)C(c1ccccc1)N(Cc1ccc2c(c1)OCO2)C(=O)c1ccccc1O (stereo not given)	-4%	10µM*	2%	-6%	-3%	/	0%	-4%
CC12CCC(C(=O)Nc3ccc4c(c3)OCCO4)(OC1=O)C2(C)C (stereo not given)	-3%	12%	2%	-2%	-2%	?	-8%	0%
COc1ccc(C2NC(=O)NC(c3ccccc3)=C2c2nc3ccccc3s2)cc1 (stereo not given)	-1%	?	4%	-5%	?	-17%	-2%	?
C/C(NC(=O)c1ccccc1)=C1/C(=O)CC2C1C2(C)C (stereo not given)	5%	?	-6%	-6%	5%	-4%	-6%	6%
COc1ccccc1N1CCN(C(=O)c2oc3ccc(Br)cc3c2C)CC1	-1%	9%	2%	3%	0%	-14%	-4%	4%
C/C(=N\NC(=O)Cn1c(-c2ccccn2)nc2ccccc21)c1ccccc1	4%	2%	4%	-5%	-4%	16%	0%	?
FC(F)(F)c1nc2ccccc2nc1N/N=C\c1ccccc1	5%	-5%	7%	0%	-5%	-18%	?	?
